# High-throughput results: PubChem BioAssay, National Center for Advancing Translational Sciences (NCATS)
# CCT chaperon mod – High-Throughput Screening for Modulators of Cytosolic Chaperonin Activity. activity change, % (concentration not given with the values), hits read low. purified chaperonin ATPase assay, HTRF ADP detection, 30 min. 0.3% of 360,000 active. AID 651819, 2012; in the data active = activity change below about -30%; note: % is set by controls: 0 for no effect and ±100 for the full control effect
#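 TRiC at 40 or 20 nM final (batch-dependent) in 30 mM Tris pH 7.4, 100 mM KCl, 5 mM MgCl2, 1 mM DTT, with compound at single 76 uM and 10 uM ATP, 30 min at 37 deg C. ADP detected by HTRF Transcreener, 665/615 ratio.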
# EPAC2 agonist – qHTS for Agonist of cAMP-regulated guanine nucleotide exchange factor 4 (EPAC2): primary screen; Rap guanine nucleotide exchange factor 4 (Homo sapiens), Q8WZA2; EPAC2 activation, biochemical qHTS; response scale: 100% = 6.5 mM cAMP response; Potency, µM (doses to about 154 µM), inactives show top-dose activation, most hits filed as activators; 0.079% of 360,000 active; AID 720711, 2013; note: potency is the fitted concentration of half-maximal effect; nearly all actives have a fitted effect of over 50% in size
#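 Nucleotide exchange monitored as fluorescence drop when BODIPY-GDP leaves Rap1B. Reaction: 100 nM EPAC2, 250 nM RAP1B-BODIPY-GDP, 50 uM GDP, room temperature, kinetic read over 30 min. Activity expressed relative to 6.5 mM cAMP.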
# IL-2 act – qHTS of IL-2 Activators; IL-2 activation reporter assay, cell-based qHTS; stimulated with anti-CD3/CD4/CD28 beads; in transgenic mouse T cells; activation, % (series mostly up to about 46 µM); 0.065% of 360,000 active; in the data active = activation above about 50%; inconclusive = mostly about 30% to 49%; note: 0% is about no effect
#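 First, unstimulated transgenic mouse T cells were exposed to compound for 60 min. Next, anti-CD3/anti-CD4-coated beads with anti-CD28 were added. Finally, after 18 h at 37 degrees C, EGFP and DsRed were imaged.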
# WRN helicase inh – qHTS for Inhibitors of WRN Helicase; WRN helicase unwinding, fluorescent forked duplex, kinetic; Potency, µM (doses to about 114 µM), for inactives: top-dose activity change, negative = inhibition, hits mostly inhibitors; 0.46% of 360,000 active; note: potency is the fitted concentration of half-maximal effect; % is set by controls: 0 for no effect and ±100 for the full control effect; nearly all actives have a fitted effect of over 55% in size
#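 Enzyme (20 nM final) and test compound sit together 15 min at room temperature before substrate addition. Substrate is a single-forked duplex oligonucleotide (100 nM) labelled with fluorophore and quencher, with 2 mM ATP; helicase unwinding raises red fluorescence, read kinetically.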
# EPAC1 antagonist – qHTS for Antagonist of cAMP-regulated guanine nucleotide exchange factor 3 (EPAC1): primary screen; AID 720709, 2013; Rap guanine nucleotide exchange factor 3 (Homo sapiens), O95398; Potency, µM (series often up to 115 µM), for inactives: at the top dose activity change, negative = inhibition, most hits filed as inhibitors; EPAC1 GEF assay, Rap1b-BODIPY-GDP exchange fluorescence; 0.14% of 360,000 active;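 note: potency is the fitted concentration of half-maximal effect; plate controls were vehicle for no effect and positive control for full effect; nearly all actives have a fitted effect of over 50% in size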
# EPAC1 agonist – qHTS for Agonist of cAMP-regulated guanine nucleotide exchange factor 3 (EPAC1): primary screen. AID 720707, 2013. Potency, µM (highest dose often 154 µM), for the others: at the highest dose activation, actives largely listed as activators. 0.073% of 360,000 active. Rap guanine nucleotide exchange factor 3 (Homo sapiens), O95398. EPAC1 agonist qHTS, biochemical assay; response scale: 100% = response to 6.5 mM cAMP; note: potency is the fitted concentration of half-maximal effect; nearly all actives have a fitted effect of over 60% in size
#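 Nucleotide exchange by EPAC1 (100 nM) on Rap1B–BODIPY-GDP (250 nM) in the presence of 50 uM GDP is tracked fluorescently at 480/540 nm over 30 min. Signals are normalized to a 6.5 mM cAMP control.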
# PLK1 PBD block – qHTS for Inhibitors of PLK1-PDB (polo-like kinase 1 - polo-box domain): Primary Screen; Potency, µM, for the others: max response, negative = inhibition, actives largely listed as inhibitors; Plk1 PBD binding of FITC phosphopeptide, fluorescence polarization; 2.8% of 360,000 active; Serine/threonine-protein kinase PLK1 (Homo sapiens), P53350; note: potency is the fitted concentration of half-maximal effect; series mostly up to about 57 µM; % is set by controls: 0 for no effect and ±100 for the full control effect; nearly all actives have a fitted effect of over 65% in size
# Target sequence (P53350 whole entry, looked up, the tested form may be a part): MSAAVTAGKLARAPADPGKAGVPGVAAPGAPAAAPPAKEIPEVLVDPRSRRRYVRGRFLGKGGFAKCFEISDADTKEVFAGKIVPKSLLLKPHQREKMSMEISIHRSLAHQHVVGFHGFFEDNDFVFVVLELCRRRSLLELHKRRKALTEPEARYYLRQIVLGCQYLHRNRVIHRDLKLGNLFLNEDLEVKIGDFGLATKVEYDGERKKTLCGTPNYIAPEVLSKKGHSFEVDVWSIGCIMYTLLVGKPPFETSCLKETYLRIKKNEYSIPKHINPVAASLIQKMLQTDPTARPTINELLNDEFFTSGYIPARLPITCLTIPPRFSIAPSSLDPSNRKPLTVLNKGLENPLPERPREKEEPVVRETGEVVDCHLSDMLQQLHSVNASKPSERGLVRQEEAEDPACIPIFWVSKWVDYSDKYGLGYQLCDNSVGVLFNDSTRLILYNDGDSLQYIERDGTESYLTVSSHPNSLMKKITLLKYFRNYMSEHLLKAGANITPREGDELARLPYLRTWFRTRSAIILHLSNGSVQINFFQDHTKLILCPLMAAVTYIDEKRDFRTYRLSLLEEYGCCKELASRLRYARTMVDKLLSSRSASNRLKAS
# PI5P4Ka inh – qHTS for Inhibitors of phosphatidylinositol 5-phosphate 4-kinase (PI5P4K) | Phosphatidylinositol 5-phosphate 4-kinase type-2 alpha (Homo sapiens), P48426 | PI5P4Kalpha enzyme, ADP-Glo luminescence, 60 min; active compounds read low | max response, % | 1.2% of 330,000 active; active = max response of -50% or lower; inconclusive = between -30% and -50%; inactive = -30% or higher; note: value at the top dose of about 77 µM; % is set by controls: 0 for no effect and ±100 for the full control effect
# Target sequence (P48426 whole entry, looked up): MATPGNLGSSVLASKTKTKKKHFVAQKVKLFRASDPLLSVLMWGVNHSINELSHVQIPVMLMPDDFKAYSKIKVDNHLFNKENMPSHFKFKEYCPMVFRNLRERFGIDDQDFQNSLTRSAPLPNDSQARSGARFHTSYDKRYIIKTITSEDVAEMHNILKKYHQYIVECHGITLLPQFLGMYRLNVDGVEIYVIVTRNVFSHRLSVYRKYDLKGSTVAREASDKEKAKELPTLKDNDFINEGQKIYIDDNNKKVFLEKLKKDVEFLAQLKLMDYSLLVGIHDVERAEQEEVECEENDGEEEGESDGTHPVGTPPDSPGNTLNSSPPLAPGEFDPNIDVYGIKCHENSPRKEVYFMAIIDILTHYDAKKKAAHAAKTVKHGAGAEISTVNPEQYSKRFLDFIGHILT
#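 PI5P4Kalpha ADP-Glo assay; 5 microM ATP final; 60 min RT reaction; HEPES pH 7.4/EGTA/CHAPS, 5% DMSO; controls lacking substrate or enzyme; luminescent end-point.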
# * marks the source's active call; other numbers are inactive results; ? = inconclusive; nt = no result given; [ ] = another dose, or the depositor's remark. Unless noted, calls come from the whole dose curve; as a rule, active = well fitted curve in the direction sought with a large enough effect; inconclusive = small, poorly fitted or top-dose-only effect, or another doubt; inactive = no such curve, though single readings can be large; an effect the other way counts as inactive or inconclusive. Not all compounds are listed; rates above refer to the full screens.
molecule	CCT chaperon mod	EPAC2 agonist	IL-2 act	WRN helicase inh	EPAC1 antagonist	EPAC1 agonist	PLK1 PBD block	PI5P4Ka inh
N=C1C=CC(=C(c2ccc(N)cc2)c2ccc(N)cc2)C=C1	1.4	?	-0.7	-11%	-14%	?	5%	-53*
CCCCc1nnc(NC(=O)C(C)Sc2nc(O)c(Cc3ccccc3)c(=O)[nH]2)s1 (configuration not stated)	0.2	1%	-0.1	-5%	-22%	-1%	-8%	-8
O=C(COc1ccccc1)Nc1cc(S(=O)(=O)N2CCOCC2)ccc1N1CCCC1	-1.8	2%	-0.1	-7%	-18%	7%	-7%	-6
Cc1cccc(C)c1-n1c(C)nn(CC#N)c1=O	-4.2	7%	-1.1	-25%	-1%	7%	-4%	3
CC(=O)N1CCCc2cc(S(=O)(=O)N3CCCC(C(=O)NCc4ccc(C)cc4)C3)ccc21 (configuration not stated)	0.8	-7%	-1.9	4%	3%	-21%	0%	-5
Cc1ccc(CN2CCN(Cc3ccc4c(c3)OCCO4)CC2CCO)cc1 (configuration not stated)	-0.4	12%	1.8	-2%	1%	1%	-2%	-7
CC(=NNC(=S)N1CC2CCC(CC2)C1)c1cccc(C)n1	-0.2	9%	-0.7	-2%	-24%	6%	-25%	4
COc1ccc(C(=O)c2ccc(Cl)cc2)c(OC)c1OC	3.8	5%	-0.6	-5%	3%	5%	6%	1
Cc1ccc(-c2ccc(/C=N\NC(=O)c3cc4c(ccc5ccccc54)o3)o2)cc1[N+](=O)[O-]	0.9	8%	0.2	-16%	-6%	0%	-2%	?
C=CCn1c(SCc2cccnc2)nnc1-c1ccncc1	0.7	-9%	-2.0	11%	10%	0%	-3%	nt
C[C@@H]1CN([C@H](C)CO)C(=O)CCCn2nncc2CO[C@H]1CN(C)C	-1.2	8%	-2.4	-6%	0%	8%	-12%	-2
COc1ccc(C(=O)NCc2nnc(SC)n2Cc2ccccc2)cc1	2.1	6%	-0.4	15%	-5%	5%	6%	-14
COc1cccc2cc(CC(=O)c3ccc(C)cc3C)c(=O)oc12	-1.3	12%	-4.1	-5%	-7%	-5%	0%	4
O=S(=O)(NC1CCSc2ccccc21)c1ccc(Cl)nc1 (configuration not stated)	0.4	2%	-0.1	-5%	-17%	-3%	1%	-8
CCCCSc1nc2sc3c(c2c(=O)n1-c1ccccc1)CCN(C)C3	-2.6	6%	-0.7	1%	-6%	-10%	-12%	1

# Part of the list above in order of length of the SMILES, highest first:
molecule	CCT chaperon mod	EPAC2 agonist	IL-2 act	WRN helicase inh	EPAC1 antagonist	EPAC1 agonist	PLK1 PBD block	PI5P4Ka inh
CC(=O)N1CCCc2cc(S(=O)(=O)N3CCCC(C(=O)NCc4ccc(C)cc4)C3)ccc21 (configuration not stated)	0.8	-7%	-1.9	4%	3%	-21%	0%	-5
CCCCc1nnc(NC(=O)C(C)Sc2nc(O)c(Cc3ccccc3)c(=O)[nH]2)s1 (configuration not stated)	0.2	1%	-0.1	-5%	-22%	-1%	-8%	-8
COc1ccc(C(=O)NCc2nnc(SC)n2Cc2ccccc2)cc1	2.1	6%	-0.4	15%	-5%	5%	6%	-14

# More records.
molecule	CCT chaperon mod	EPAC2 agonist	IL-2 act	WRN helicase inh	EPAC1 antagonist	EPAC1 agonist	PLK1 PBD block	PI5P4Ka inh
COc1ccccc1CNC(=O)C1CCC(CNS(=O)(=O)c2cccc3cccnc23)CC1 (configuration not stated)	-1.0	-2%	-0.3	-13%	0%	11%	-6%	-1
COC(=O)c1ccc(/C=N\NC(=O)c2ccc(C)cc2Cl)cc1	-0.8	-5%	1.9	-19%	-2%	6%	-2%	nt
CCC1=C(OC(=O)N(CC)CC)N2C(=O)OC(=NCC3CC3)[C@]2(Cc2ccccc2)[C@H]2C1=CC[C@H]1C(=O)N(CC(=O)OC)C(=O)[C@H]12	-1.8	2%	-0.1	10%	-4%	-3%	-9%	-3
Cc1noc(C)c1C(=O)Nc1nc2ccccc2s1	-1.6	7%	-0.1	6%	6%	3%	6%	2
CCc1ccc(C(=O)N/N=C(\C)c2ccncc2)s1	-0.5	4%	-1.3	18%	5%	1%	-3%	-13
CC(OC(=O)C1CSC2(c3ccc(F)cc3)CCC(=O)N12)C(=O)NC(N)=O (configuration not stated)	-2.5	-7%	-1.3	-8%	-16%	-9%	-1%	-1
CCc1nnc(NC(=O)C2CCCN2C(=O)Nc2ccc(Cl)cc2)s1 (configuration not stated)	-0.3	2%	-0.6	-1%[57.1 µM]	6%	3%	3%	0
COC(=O)c1ccccc1NC(=O)CN1CCc2ccccc2C1	0.8	11%	-0.9	-7%	-7%	25%	0%	8
O=C(NCc1cn2ccsc2n1)Nc1ccc(Cl)cc1	-1.2	14%	-0.7	0%	6%	9%	-5%	nt
Cc1ccccc1C(=O)OC1OC(=O)C(Cl)=C1Nc1ccc(C(=O)O)cc1 (configuration not stated)	-0.6	14%	-3.1	?	3%	5%	3.8µM*	-29
CC(=O)Nc1ccc(-c2ccnc3c2CC(C)(C(=O)Nc2cccc(C(F)(F)F)c2)O3)cc1 (configuration not stated)	-1.0	-9%	-0.3	-19%	-9%	-14%	-3%	-8
Cc1cc(C(=O)NC2CCCN(Cc3ccc(Cl)cc3)C2)c(C)o1 (configuration not stated)	-2.6	5%	-1.4	-12%	13%	10%	-8%	0
O=C(c1ccc2c(c1)OCO2)C1CCCN(C(=O)C2CCOCC2)C1 (configuration not stated)	1.3	3%	-1.1	4%[57.1 µM]	-26%	-1%	4%	-8
O=C(OCc1ccccc1F)c1cc([N+](=O)[O-])ccc1N1CCOCC1	-4.3	10%	2.4	5%	-4%	-2%	-1%	-2
COc1cccc(NC(=O)c2ccccc2Oc2ccccc2)c1	-0.3	23%	1.1	-3%	5%	18%	1%	0

# Following part
SMILES,CCT chaperon mod,EPAC2 agonist,IL-2 act,WRN helicase inh,EPAC1 antagonist,EPAC1 agonist,PLK1 PBD block,PI5P4Ka inh
CCc1ccc(N2C(=O)C3C(C2=O)N2CCCN2C3c2ccccc2)cc1 (configuration not stated),-8.0,10%,1.3,-28%,-9%,4%,-7%,6
Cc1ccc2oc(NC3=NC4(CCCC4)C4=C(CCCC4=O)N3)nc2c1,nt,13%,-0.2,nt,-5%,-4%,nt,nt
COc1ccc2c(c1)oc1c(SCc3nc4ccccc4[nH]3)nc(C)nc12,nt,4%,-3.9,nt,-4%,-1%,nt,nt
CC(C)CC(NC(=O)OC(C)(C)C)c1cn([C@@H](CCCCNC(=O)OC(C)(C)C)C(=O)N2CCN(C(=O)OC(C)(C)C)CC2)nn1 (some centres not stated),-2.3,-12%,-0.3,5%,-24%,-33%[inhibitor],-8%,-10
COc1ccccc1NC(=O)c1cc(-c2ccc(C)o2)nc2ccccc12,-4.4,17%,0.3,-3%,-7%,20%,-13%,7
CN(CC(=O)Nc1cccc(F)c1)C(=O)c1ccncc1,0.4,9%,-3.9,3%,-7%,1%,-5%,-1
COc1cccc(C(C)(O)c2nc(-c3ccc(OC)nc3)cs2)c1 (configuration not stated),-3.7,5%,-0.5,-4%,-26%,-2%,-6%,-3
Cc1ccc(S(=O)(=O)[N-]c2nc3ccccc3nc2-n2cc[n+](CCC(C)C)c2)cc1,2.3,1%,0.6,-4%,16%,6%,-8%,nt
COC(=O)c1c(NC(=O)c2ccco2)sc2c1CCN(C(C)C)C2,0.6,9%,-0.2,-3%,2%,1%,-6%,3
CCCCOC(=O)Nc1nnc(COc2ccccc2)s1,-2.4,13%,0.8,-4%,2%,5%,-5%,nt
CCOC(=O)CSc1nnc(CSc2nc(C)cc(C)n2)n1Cc1ccco1,-10,1%,-1.1,-13%,7%,-4%,-8%,-1
COc1ccc(C)cc1NC(=O)NNC(=O)C(C)Oc1ccc([N+](=O)[O-])cc1 (configuration not stated),-3.1,10%,4.2,3%,5%,-3%,-7%,3
CC(C)C1Oc2ccccc2N(CC(=O)NCCCN2C(C)CCCC2C)C1=O (configuration not stated),1.0,-2%,-1.9,9%,17%,-5%,1%,nt
COc1ccc(-c2[nH]ncc2CNCCc2ncccc2C)cc1F,1.3,9%,-2.1,24%,2%,9%,-6%,2
O=c1c2c([N+](=O)[O-])cc([N+](=O)[O-])cc2sn1Cc1ccccc1,1.2,1%,-4.1,20µM*,-15%,-13%,0.75µM*,-80*
Cn1cccc1CC(=O)N/N=C/c1cc([N+](=O)[O-])ccc1Cl,-2.7,0%,0.8,-30%,-7%,-1%,-9%,-28
CCOc1ccccc1C1C(C#N)=C(N)SC(N)=C1C#N,1.7,20%,0.3,-25%,6%,16%,-12%,?
Cc1ccc(S(=O)(=O)N2CCOCC2)cc1NC(=O)C1CC(=O)N(c2ccc3c(c2)OCCO3)C1 (configuration not stated),2.1,-2%,-3.6,-2%,-14%,2%,-1%,-2

# As entered above:
# Cn1cccc1CC(=O)N/N=C/c1cc([N+](=O)[O-])ccc1Cl | EPAC1 agonist = -1%
# Cc1ccc(S(=O)(=O)N2CCOCC2)cc1NC(=O)C1CC(=O)N(c2ccc3c(c2)OCCO3)C1 (configuration not stated) | EPAC1 agonist = 2%
# O=c1c2c([N+](=O)[O-])cc([N+](=O)[O-])cc2sn1Cc1ccccc1 | PI5P4Ka inh = -80*
# CN(CC(=O)Nc1cccc(F)c1)C(=O)c1ccncc1 | EPAC1 agonist = 1%
